# Source: PubChem BioAssay (NCI)
# NCI-60 one-dose screen, 48 h, at 10 µM unless noted. Numbers give growth in % (100 = growth as untreated, 0 = no growth, -100 = all killed).
# SK-OV-3: SK-OV-3 ovarian cancer cells; 3.2% of 80,000 active; AID 1794785
# OVCAR-8: OVCAR-8 ovarian cancer | 4.4% of 81,000 active | AID 1794782
# DU-145: DU-145 prostate cancer; 4.2% of 81,000 active
# SF-268: SF-268 CNS cancer cells. 3.1% of 82,000 active. AID 1794759
# OVCAR-5: OVCAR-5 ovarian cancer. 2.9% of 82,000 active
# PC-3: PC-3 prostate cancer cells; AID 1794754; 3.9% of 80,000 active
# OVCAR-3: OVCAR-3 ovarian cancer | AID 1794787 | 7% of 79,000 active
# OVCAR-4: OVCAR-4 ovarian cancer cells; 3.7% of 80,000 active
# U251: U251 CNS tumor cells. 5.4% of 80,000 active
# An asterisk follows results filed as active; / = not tested or not shown; & = joins results of further samples. The calls were made as follows: active = growth percent below 10; inactive = the rest.
canonical_smiles	SK-OV-3	OVCAR-8	DU-145	SF-268	OVCAR-5	PC-3	OVCAR-3	OVCAR-4	U251
CCCC(C)CC1(CCO)C(=O)NC(=S)NC1=O (configuration not stated)	109	110	107	101	97	89	112	111	105
Cc1ccc(S(=O)(=O)N=S(CCCl)CCCl)cc1	98	92	87	91	106	97	91	102	93
CN1CCc2cc3c(cc2C1)OCO3	100&92&94	94&106&109	106&108&106	105&101&96	95&101&104	98&100&103	113&106&104	109&99&102	100&93&101
C[C@](O)(Cn1cc(C#N)cn1)C(=O)Nc1cnc(C#N)c(C(F)(F)F)c1	107	110	108	103	104	101	111	99	101
COc1cc2c(cc1OCCCCn1c(-c3cccs3)nc3ccccc31)N=C[C@@H]1CCCN1C2=O	25	-0.2*	11	-7.6*	1.0*	-4.1*	-11*	-21*	-2.5*
ClCCN(CCCl)c1nc(Cl)c(C2CC(c3ccc4c(c3)OCO4)=NN2c2ccccc2)s1 (configuration not stated)	87	95	112	89	95	80	100	101	92
O=[N+]([O-])c1ccc(N2CCNCC2)c2nonc12	95	/	103	104	106	88	106	99	100
CC(C)(N)Cc1ccccc1	106	106	115	113	109	89	112	112	105
CC[C@H](C)[C@H]1O[C@]2(C=C[C@@H]1C)C[C@@H]1C[C@@H](C/C=C(\C)[C@@H](O[C@H]3C[C@H](OC)[C@@H](O[C@H]4C[C@H](OC)[C@@H](NC)[C@H](C)O4)[C@H](C)O3)[C@@H](C)/C=C/C=C3\CO[C@@H]4[C@H](O)C(C)=C[C@@H](C(=O)O1)[C@]34O)O2	-37*	11	-85*	-56*	-35*	-16*	-69*	-1.8*	-89*
O=[N+]([O-])c1cc([N+](=O)[O-])c(F)cc1F	133	106	114	103	112	94	104	/	124
N#CCc1c[nH]c2ccccc12	78	93	110	99	91	82	106	90	96
C1CCC2(CC1)OOCNCOO2	105	101	111	97	109	98	103	112	105
CCOC(=O)C(c1c(O)c2ccccc2oc1=O)c1c(O)c2ccccc2oc1=O	110	109	119	103	106	94	107	111	107
CN1C2C[C@H](OC(=O)[C@H](CO)c3ccccc3)C[C@H]1[C@@H](O)C2	112	106	114	103	104	95	99	/	106
CC(C)N(CCCl)CCOc1ccccc1Cc1ccc(F)cc1	110	99	108	109	98	78	112	90	100
CN1C(=O)C(Cc2ccccc2)C(=O)N(C)C1=O	112	101	108	105	107	94	121	114	108
CCOC(=O)/C(=C\c1ccc(Br)cc1)[Se]c1ccccc1	110	103	113	106	118	96	113	103	89
COc1ccc(C(=O)CN)cc1	110	108	104	100	113	101	109	111	105
Oc1cc(N2CC2)c(O)cc1N1CC1	2.4*	11	9.4*	7.9*	2.7*	25	-34*	18	-2.2*
COC(=O)C1CN1/C(C)=N/N=C1\C(=O)Nc2ccccc21 (configuration not stated)	100	98	108	96	108	102	106	106	93
CC(C)N(C(=O)SCC(Cl)=C(Cl)Cl)C(C)C	95	101	107	100	108	102	106	108	/
CN(C)C1C=CCCC1 (configuration not stated)	118	113	109	102	106	93	109	100	104
CC(C)(C#N)C(C)(C)C#N	107	99	110	116	110	97	118	108	101
C=CCOP(OCC=C)OCC=C	105	99	107	107	108	94	114	98	98
CC(=O)OCC1=C(C(=O)O)N2C(=O)[C@@H](NC(=O)CCCC(N)C(=O)O)C2SC1 (some centres not stated)	104	101	122	111	/	105	116	112	100
COc1cc(C2=NN(c3ccccc3)C(c3sc(N(CCCl)CCCl)nc3Cl)C2)cc(OC)c1OC (configuration not stated)	78	90	102	81	100	74	99	87	86
Cn1cc(-c2csc(-c3cn(CCCCN4CCCCC4)c4ccccc34)n2)c2cccnc21	88	-59*	21	1.2*	97	51	-75*	82	-72*
COc1ccc(OC)c(C(O)C(C)NC(C)(C)C)c1 (configuration not stated)	116	100	125	116	110	102	125	119	101
CC(C)n1cc(CCN(C)C)c2c(O)cccc21	130	100	105	105	115	105	101	120	99
CC12CCC3C4CCC(=O)C(O)=C4CCC3C1CCC2OC(=O)CCC1CCCC1 (configuration not stated)	102	99	105	100	97	95	102	98	96
COc1cc(C=C(C#N)C#N)cc(OC)c1OC	111	103	116	113	103	103	127	100	95
CNC(=O)Oc1ccccc1	108	110	113	107	101	106	108	89	108
ClCc1nc2ccccc2[nH]1	113	99	117	116	109	88	113	98	105
COS(=O)(=O)c1ccccc1	101	101	114	96	104	102	110	110	96
N#CCc1ccccc1CC#N	100	107	98	95	99	91	107	128	108
ClC1=C(Cl)C(Cl)(C2(Cl)C(Cl)=C(Cl)C(Cl)=C2Cl)C(Cl)=C1Cl	87	0.4*	-43*	-46*	16	-8.8*	-77*	-30*	-11*
CCOC(=O)/C=C(/OP(=O)(OCC)OCC)c1ccccc1	102	108	108	104	104	104	/	111	101
COC12c3ccccc3-c3ccccc3C1[C@@H](C(=O)O)[C@H]2C(=O)O (some centres not stated)	106	107	103	100	98	104	101	101	103
CC(C)CCC1C(=O)N(C)C(=O)N(C)C1=O	96	93	110	109	103	99	106	116	99
CC(C)c1cc(C(C)C)c(CCN(C)C)c(C(C)C)c1	103	104	115	114	95	85	112	100	96
Cc1cccc(OC(=O)CCl)c1	110	101	103	97	118	94	98	104	96
CC(C)[C@H](NC(=O)c1cn(Cc2ccccc2F)c2ccccc12)C(N)=O	92	111	97	89	106	102	99	97	109
ClCCN(CCCl)c1ccc2c(c1)Cc1cc(Cl)ccc1-2	91	88	101	89	112	78	92	102	100
C[C@]12CCc3sc(-c4ccccc4O)nc3C1=CC[C@@H]1[C@@H]2CC[C@]2(C)C(=O)CC[C@@H]12	102	105	107	100	104	99	104	108	102
C[N+]1([O-])C2CCC1CC(O)C2 (configuration not stated)	120	104	113	103	94	85	107	106	99
CCCc1ccccn1	/	99	107	101	100	96	78	102	92
CC1CC2(C)C(CC1=O)CC(C)C1C2CCC2(C)C1CCC2(C)O (configuration not stated)	115	101	103	102	94	87	92	82	89
O=C(NCCNC(=O)Nc1ccccc1S(=O)(=O)F)Nc1ccccc1S(=O)(=O)F	106	106	113	109	108	103	113	106	94
CC1(C)C(=O)CC[C@@]2(C)C1=CC[C@H]1[C@@H]3CC[C@H](O)[C@@]3(C)CC[C@@H]12	109	102	122	99	107	88	121	96	/
C1CN2CN3CCN(CN1C3)C2	100	104	121	106	113	107	128	96	103
CC1C=CCP1(C)=O (configuration not stated)	112	100	110	106	106	97	108	94	104
COC(=O)C1C(=O)n2c(c(C)c3ccccc32)[C@@]2(C)CCC[C@H]1C2 (some centres not stated)	112	107	109	99	94	96	107	98	105
OCN1CCOCC1	109	96	113	104	94	89	111	103	105
CCCCC1(CCO)C(=O)NC(=S)NC1=O	109	109	114	109	97	96	114	110	108
Nc1ccc(CCCC(=O)Nc2ccc(S(=O)(=O)F)cc2)cc1	109	94	113	96	94	89	114	91	/
CCOC(=O)/C(=C\c1ccc(F)cc1)[Se]c1ccccc1	116	100	111	101	119	97	110	106	96

# The list continues:
canonical_smiles	SK-OV-3	OVCAR-8	DU-145	SF-268	OVCAR-5	PC-3	OVCAR-3	OVCAR-4	U251
O=C1c2ccccc2C(=O)C(Cl)C1Cl (configuration not stated)	99	92	98	87	112	72	-75*	-89*	83
CC(C)(C)N1CC(C(=O)c2ccccc2)C1c1ccccc1 (configuration not stated)	110	103	106	105	104	97	114	98	108
C[C@]12CC[C@H]3[C@@H](CC=C4c5nc(-c6ccc(Br)cc6)sc5CC[C@@]43C)[C@@H]1CC[C@@H]2O	95	106	108	90	90	101	103	95	63
CCC1(O)CCC2C3CC=C4CCCCC4C3CCC21C (configuration not stated)	113	100	117	93	96	93	117	102	116
O=C1NC(=O)C(=Cc2ccco2)C(=O)N1	108	107&109	117&117	111&116	109&111	94&108	121&140	107	104&100
Cc1ccc(C[N+](C)(C)C)cc1	100	106	122	105	103	108	104	114	116
C#Cc1cccc(Nc2nc(Cl)nc3cc(NC(=O)CF)ccc23)c1	81	88	98	88	79	58	53	108	79
Nc1ncnc(N)n1	112	109	117	113	100	104	121	109	101
O=C(NNC(=O)C(Cl)Cl)C(Cl)Cl	114	95	118	101	102	90	114	100	93
CCN(c1nncs1)P(=O)(N1CC1)N1CC1	108	100	111	107	122	97	121	113	101
Brc1ccc2c(c1)c(-c1nc(-c3c[nH]c4ncccc34)cs1)cn2CCN1CCCCC1	103	83	83	76	109	51	85	75	42
CCCCCCNC(=O)C(C)Br (configuration not stated)	120	103	109	102	109	103	110	110	96
CCCCN(CCCC)N=O	101	109	109	101	115	103	111	118	101
CC[C@]12C=CCN3CC[C@@]4(c5ccc(OC)cc5N(C)[C@H]4[C@@](O)(C(=O)OC)[C@@H]1OC(=O)CCC[P+](c1ccc(C)cc1)(c1ccc(C)cc1)c1ccc(C)cc1)[C@@H]32	-81*	-85*	-78*	-46*	-96*	-83*	-62*	-74*	-91*
CS(=O)(=O)c1ccc(C(=O)C2C(=O)CCCC2=O)c([N+](=O)[O-])c1	106	99	121	127	110	99	129	112	97
COc1ccccc1N1CCN(Cc2ccccc2)CC1	102	104	113	109	84	97	113	110	107
CCCCCCCCCCCC#N	109	103	106	111	104	104	120	102	105
O=C(NCCCOc1ccc([N+](=O)[O-])cc1Cl)Nc1cccc(S(=O)(=O)F)c1	98	102	113	93	94	76	108	106	95
CCOC(=O)C(CC)(C(=O)OCC)c1ccccc1	105	113	107	105	85	120	126	103	96
Cc1cccc2c(C)cccc12	104	105	110	112	94	94	121	/	99
COc1ccc2c(c1)[C@]13CCCC[C@H]1[C@H](C2)N(C)CC3	99	100	112	80	93	78	110	96	97
O=P1(NCCCl)OCCCN1CCCl (configuration not stated)	100	114	110	109	106	94	107	112	117
Oc1c(Cl)c(Cl)c(Cl)c(Cl)c1Cl	90	96	105	100	105	90	92	115	108

# Not all compounds are listed (hit frequency here may not be typical).
